ERAP1 HTS inh: human ERAP1 aminopeptidase inhibitors, primary screen, biochemical, single point, plate reader; recombinant ERAP1, Leu-AMC fluorescence, 60 min; 340,000 tested, 0.15% active; inhibition, % at 10.7 µM;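 active means mean replicate inhibition of at least 30%, or all replicates individually reaching that 30% level; inactive means mean below 30% and not every replicate reaching it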;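 further: 0% = neutral control wells and 100% = L-leucinethiol positive control wells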
Target sequence (Q9NZ08 whole entry, looked up): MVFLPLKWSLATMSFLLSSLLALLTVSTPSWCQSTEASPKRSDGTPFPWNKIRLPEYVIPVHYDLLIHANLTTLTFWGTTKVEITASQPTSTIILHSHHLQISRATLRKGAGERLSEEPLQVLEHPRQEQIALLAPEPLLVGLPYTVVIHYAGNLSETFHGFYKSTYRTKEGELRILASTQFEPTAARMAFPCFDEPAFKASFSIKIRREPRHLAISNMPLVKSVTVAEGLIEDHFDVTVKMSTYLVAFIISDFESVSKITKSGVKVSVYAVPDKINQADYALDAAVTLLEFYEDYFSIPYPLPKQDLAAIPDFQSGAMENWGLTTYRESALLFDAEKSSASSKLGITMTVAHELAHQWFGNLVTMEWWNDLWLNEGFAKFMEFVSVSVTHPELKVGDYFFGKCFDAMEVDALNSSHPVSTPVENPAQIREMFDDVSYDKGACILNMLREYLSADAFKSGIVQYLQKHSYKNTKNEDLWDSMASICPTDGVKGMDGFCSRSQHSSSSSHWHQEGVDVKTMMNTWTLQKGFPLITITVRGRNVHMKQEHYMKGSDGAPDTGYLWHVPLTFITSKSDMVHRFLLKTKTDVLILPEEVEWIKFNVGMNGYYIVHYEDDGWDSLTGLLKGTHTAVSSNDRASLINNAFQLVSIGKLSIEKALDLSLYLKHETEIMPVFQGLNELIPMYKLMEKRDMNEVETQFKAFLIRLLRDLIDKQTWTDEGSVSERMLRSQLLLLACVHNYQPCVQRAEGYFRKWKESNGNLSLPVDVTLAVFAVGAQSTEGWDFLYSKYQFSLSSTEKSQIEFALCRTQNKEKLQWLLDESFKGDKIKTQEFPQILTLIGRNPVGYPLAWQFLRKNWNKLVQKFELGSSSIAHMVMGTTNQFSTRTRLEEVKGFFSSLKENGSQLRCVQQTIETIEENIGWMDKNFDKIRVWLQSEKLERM
Cneo AK release: Cryptococcus neoformans cell lysis inducers, primary screen, AK release luminescence, single concentration; C. neoformans lysis, adenylate kinase release luminescence, 4 h; normalised: neutral wells 0, clomiphene wells 100; lysis activity, % at 15 µM; 360,000 tested, 0.2% active;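 active means mean lysis activity across replicates of at least 80%, whatever share of replicates individually reach that level; inactive means mean lysis activity below 80%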
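Material – Cryptococcus neoformans yeast cells · Quantity – 5 × 10^6 yeast cells/mL · Buffer or medium – YPD medium · Compound – single dose · Timing – 4 h static compound exposure, 37 °C, read 1 h post-reagent · Signal – adenylate kinase release luminescence · Read-out basis – lysis from increased AK signal · Benchmarks – Clomiphene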
Xi reactivation: activators of inactive X chromosome reactivation, primary screen, imaging, XiGFP fibroblasts, GFP high-content imaging, set 2 | XiGFP mouse fibroblasts, % GFP-positive cells imaging, 3 d; cells co-treated with 5-aza-dC sensitizer; scaled so ellipticine positive control = 100% | activation, % at 7.58 µM | 360,000 tested, 0.055% active;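 active means mean normalized replicate activation at least 10% and every replicate at or above 10%; inconclusive means only one of the two criteria met; inactive means mean below 10% and not all replicates reach 10%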;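 further: 0% = median of on-plate neutral control wells and 100% = ellipticine 6 µM median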
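Material: SV40-immortalized XiGFP fibroblast cells, line 68-5-11 | Buffer or medium: DMEM containing 5-aza-dC | Dosing: One concentration, pinned | Times: 3 d treatment, 15 min room-temperature fixation | Controls: Ellipticine 6 µM positive control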
LGR2 antag: inhibitors of bursicon-induced LGR2 CRE-luciferase signal, primary screen, cell-based, HEK293, CRE-luciferase reporter, bursicon stimulation. Drosophila bursicon receptor LGR2 (rickets). bursicon-stimulated, 4 h. inhibition, % at 9.99 µM. 380,000 tested, 0.35% active. AID 720647, 2013;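 active means drop in luminescence signal, shown as inhibition above about 50% in the replicate tests, limit read from the data, passing the limit was not always enough; inconclusive means probably only some replicates passing the limit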;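 further: agonist challenge used bursicon conditioned medium at about half maximal strength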
SIRT5 block: SIRT5 desuccinylase inhibitors, primary screen, biochemical, fluorescence imaging, single point, set 5 | NAD-dependent protein deacylase sirtuin-5, mitochondrial (Homo sapiens), Q9NXA8 | Purified SirT5, succinyl-peptide AMC, trypsin-coupled fluorescence | inhibition, % at 15 µM | 330,000 tested, 1.1% active | AID 652115, 2013; in the data active means inhibition above about 15%; inconclusive means no clear call, values can overlap the other calls
PGC1a acetyl inh: inhibitors of PGC1a acetylation signal, primary screen, cell-based, U2OS, AlphaScreen, inhibitor mode. AlphaScreen anti-acetyl-lysine; with virally co-expressed GCN5 acetyltransferase. AID 651687, 2012. 350,000 tested, 0.17% active. inhibition, % at 15.6 µM;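 active means every replicate shows inhibition of at least 40%; inconclusive means mean inhibition at least 40% but some replicate below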;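 further: 0% = neutral control wells and 100% = positive control wells; some results beyond the cut were filed as inactive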
C2C12 statin: suppressors of statin myotoxicity in C2C12 myotubes, primary screen, cell-based, single point, plate reader; 330,000 tested, 0.78% active; C2C12 myotubes + simvastatin, ATP luminescence, 48 h; scaled: DMSO 0, geranylgeraniol control 100; rescue of ATP level, % at 7.49 µM; AID 602340, 2012;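 active means mean ATP rescue above about 67%, or every replicate alone reaching that limit, limit read from the data, passing the limit was not always enough; inconclusive means no clear call, values can overlap the other calls; inactive means mean under the limit and some replicate under it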;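 further: myotubes were challenged with 10 µM simvastatin during compound exposure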
S100A4 MyoIIA: inhibitors of S100A4-myosin IIA peptide binding, primary screen, biochemical, fluorescence polarization, TAMRA-MyoIIA peptide. Protein S100-A4 (Homo sapiens), P26447. inhibition, % at 10.7 µM. 360,000 tested, 0.14% active. AID 652163, 2013;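 active means mean inhibition of at least 70% across replicates, with every replicate also reaching that level; inconclusive means mean inhibition reaches 70% but some replicates fall short; inactive means mean inhibition below 70%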
Target sequence (P26447 whole entry, looked up): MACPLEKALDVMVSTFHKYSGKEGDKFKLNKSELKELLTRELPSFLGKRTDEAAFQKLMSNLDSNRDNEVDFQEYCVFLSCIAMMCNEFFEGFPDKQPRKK
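Material: S100A4 monomer protein / Buffer or medium: 50 mM HEPES pH 7.2, 10 mM CaCl2, 100 mM KCl / Times: 5 min incubation before reading / Benchmarks: neutral control DMSO, positive control TFP / Reagent: labelled myosin peptide probe, 5 nM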
* hit, by the source's call; ? = inconclusive; nt = not tested or not shown. Some of the compounds tested. The share of hits here may be higher or lower than overall.

Under each structure: ERAP1 HTS inh	Cneo AK release	Xi reactivation	LGR2 antag	SIRT5 block	PGC1a acetyl inh	C2C12 statin	S100A4 MyoIIA
CC(NC(=O)Cc1ccccc1)c1cc2c(cc1Br)OCCCO2 (centres undefined)
  1	nt	0.2	nt	2	nt	nt	-1
CO[C@@H]1CN(C)C(=O)c2ccc(NS(C)(=O)=O)cc2OC[C@H](C)N(C)C[C@@H]1C
  -1	41	0.5	12	5	0	-3	29
CC(=O)NCc1ccc(C(=O)COC(=O)COc2ccc(Cl)c(C)c2)s1
  1	0	-0.1	3	1	5	8	-3
O=C(NC1CC1)C1CCN(C2CCN(C(=O)c3c(F)cccc3Cl)CC2)CC1
  0	1	0.3	-5	5	11	1	-26
Nn1c(SCc2ccccc2)nnc1C1CCCCC1
  nt	-2	0.0	-11	-4	-9	nt	-8
CC1(C)Cc2c(cnn2-c2ccc(F)cc2)C(NC(=O)c2ccc(=O)oc2)C1 (centres undefined)
  2	1	0.0	-4	4	nt	-4	-2
Cc1ccc(-c2cnc3c(c2)C(=O)N([C@@H](C)CO)C[C@H](C)[C@H](CN(C)C)O3)cc1
  -1	-9	-0.2	-10	16*	14	1	9
CC1=C(C(=O)OCc2ccccc2)C(c2ccccc2)NC(=O)N1CCCC(=O)O (centres undefined)
  5	1	0.0	3	-1	1	8	0
CO[C@H]1CN(C)C(=O)c2cc(NC(=O)C3CC3)ccc2OC[C@H](C)N(C(=O)c2cccnc2)C[C@@H]1C
  1	-5	0.3	1	3	-5	-1	0
COc1ccc(-c2cnc3c(c2)C(=O)N([C@@H](C)CO)C[C@@H](C)[C@H](CN(C)Cc2ccccc2)O3)cc1
  -1	-3	-1.1	14	-1	0	21	-10
COc1ccc(N(CC(=O)NCCc2ccc(S(N)(=O)=O)cc2)S(=O)(=O)c2c(C)noc2C)cc1
  -5	-2	-0.1	5	0	1	1	0
CCn1c(-c2ccccc2Cl)nn(CC(=O)Nc2ccccc2C)c1=S
  nt	-19	nt	7	nt	-2	-4	nt
CC1CCCCC1NC(=O)CSc1nnc(-c2ccco2)n1C (centres undefined)
  0	2	-0.1	4	3	4	7	-8
COCc1cn(CC[C@H]2CC[C@H](NC(=O)Nc3ccc4c(c3)OCO4)[C@@H](CO)O2)nn1
  -4	-1	-0.1	1	2	1	-2	13
Cc1cc(NC(=O)CSc2ccnc(=O)[nH]2)no1
  1	-2	0.1	-14	-2	nt	-5	-6
COc1ccc(C2(C(=O)Nc3nncs3)CCCC2)cc1
  nt	3	nt	10	nt	-9	-6	nt
COc1ccccc1CN(C(=O)CNC(=O)c1ccco1)C(C(=O)NCC1CCCO1)c1ccccc1 (centres undefined)
  -5	-4	0.3	-10	-6	nt	2	-3
F[B-](F)(F)COCc1ccccc1C#Cc1ccccc1
  3	nt	-0.1	-64	-3	nt	nt	0
Cc1ccc(Nc2nc(C(=O)NCC3CCCO3)cs2)cc1 (centres undefined)
  0	nt	0.2	-23	nt	-4	nt	1
CCN(CC)c1ccc(/C=N/NS(=O)(=O)c2ccc(CNC(C)=O)cc2)cc1
  5	nt	0.0	nt	4	nt	nt	-9
c1csc(-c2nc(N3CCOCC3)c3ccccc3n2)c1
  2	1	0.1	0	nt	nt	-18	-2
CCN(CC)CCNC(=O)c1ccc(NC(=O)c2cccc(S(=O)(=O)N(C)C3CCCCC3)c2)cc1
  0	0	0.2	nt	-2	nt	-19	-13
CC(=O)Nc1ccc(NC(=O)c2cc(-c3ccc(F)cc3C)n[nH]2)cc1
  0	-2	0.1	-11	2	1	-8	-5
Cc1c(C(c2ccccc2Br)c2c(C)n(C)n(-c3ccccc3)c2=O)c(=O)n(-c2ccccc2)n1C
  4	2	0.0	9	-4	-5	1	-1
Cc1ccc(OCC(=O)Nc2ccc(S(=O)(=O)Nc3cc(C)nc(C)n3)cc2)cc1
  1	-1	0.5	-6	-5	7	4	-3
COc1cc(Br)cc2cc(C(=O)N3CCOCC3)c(=O)oc12
  -3	-1	0.1	1	-1	3	3	1
CCOc1cccc(CN(C)CC2CCCN(CCc3ccc(Cl)cc3)C2)c1O (centres undefined)
  5	5	0.0	20	-2	nt	-15	-4
CC(C)C#Cc1ccc([C@H]2[C@@H](CO)N3CCCCN(C(=O)NC(C)C)C[C@H]23)cc1
  nt	2	-0.1	1	nt	9	nt	nt
COC(=O)[C@H]1[C@H](CO)[C@H]2Cn3c(ccc(-c4ccc(F)cc4)c3=O)[C@H]2N1C(=O)C1CC1
  -1	2	0.1	6	-5	nt	1	-36
Oc1ccc(CNC2CCCCC2)cc1
  nt	-1	nt	0	nt	-2	4	nt
COc1ccc(-c2cc(NC=O)c3ncc(-c4cccc(C(C)=O)c4)n3c2)cc1
  -3	-1	-0.1	-6	nt	6	5	-4
O=[N+]([O-])/C=C/c1cn(Cc2ccc(F)cc2)c2ccccc12
  nt	1	nt	23	nt	7	16	nt
CCOc1cc(N2CCOCC2)c(OCC)cc1NC(=O)c1cc(S(=O)(=O)N2CCOCC2)ccc1F
  0	1	-0.8	5	-2	-5	-5	-3
CCCCNC(=NCc1cccc(C(F)(F)F)c1)Nc1ccccc1
  -4	-1	0.1	3	20*	-15	-9	-4
CC(C)C[C@H]1CN([C@@H](Cc2ccc(O)cc2)CN2CCC[C@@H]2CN2C(=S)NC[C@@H]2Cc2ccccc2)C(=S)N1CC1CCCCCC1
  nt	1	-0.1	1	nt	-15	8	-1
O=C(O)c1ccc(Cl)c(NCc2ccncc2)c1
  4	-1	0.0	2	-3	nt	-5	-5
Cn1ccnc1C(O)c1cccc(OCc2ccccc2)c1 (centres undefined)
  -1	-3	0.5	5	nt	-4	-15	-16
O=C(COC(=O)CSc1ccc(F)cc1)NCCCc1ccccc1
  1	nt	0.0	0	0	nt	nt	-1
C[C@H]1COc2cc(N3CCC[C@H]3CO)ccc2S(=O)(=O)N1
  nt	nt	0.1	-9	-4	nt	nt	0
O=S(=O)(CCc1ccccc1)CS(=O)(=O)CCc1ccccc1
  2	0	0.0	7	-1	nt	5	-4
C=CCn1c(C(CCCC)CC(O)COCC(C)C)n[nH]c1=S (centres undefined)
  15	0	0.0	11	-1	1	15	-4
Cc1ccccc1Nc1nnc(SCC(=O)NCC2CCCO2)s1 (centres undefined)
  1	-1	0.2	14	nt	6	1	1
CCOc1ccc(Cl)cc1S(=O)(=O)n1nnc2ccccc21
  1	-2	nt	-8	1	1	nt	5
C[C@H]1CN([C@@H](C)CO)C(=O)c2cc(NC(=O)CCN3CCOCC3)ccc2O[C@@H]1CN(C)CC1CCCCC1
  -1	-1	-0.3	-1	nt	6	25	0
COc1ccc2c3n([n+]([O-])c2c1)CCN=C3c1cc(Cl)c(N)c(Cl)c1
  5	-6	0.0	-12	nt	nt	-23	1
CCOc1ccc(N(CC(=O)NCc2ccc3c(c2)OCO3)C(=O)c2csnn2)cc1
  2	-2	0.2	-18	2	11	14	-5
CCc1cc(=O)oc2cc(OCC(=O)NCCN3CCOCC3)c(Cl)cc12
  1	-1	0.0	15	-6	13	8	-3
C/C(=C\C(=O)OCC(=O)NCc1ccccc1)C(=O)OCC(=O)NCc1ccccc1
  nt	-1	-0.1	-1	nt	-16	5	nt
Cc1c2cnn(CC(=O)Nc3c(F)c(F)cc(F)c3F)c(=O)c2c(C)n1Cc1ccccc1F
  4	nt	-0.6	22	2	nt	2	0
CCC(=O)N1[C@@H](CO)[C@@H]2c3ccccc3N(S(=O)(=O)c3ccccc3F)C[C@@H]21
  1	-3	0.3	10	0	0	3	-1
Cn1c(/C=C/N2CCOCC2)c(C(=O)c2ccc(Br)cc2)c(=O)n(C)c1=O
  nt	1	nt	-7	nt	-1	4	nt
CC(C)n1c(NCc2cc(Cl)ccc2O)nc2ccccc21
  0	-1	?	nt	-3	-2	-18	-3
CCC(C)[C@H](NC(=O)[C@@H]1Cc2ccccc2CN1)C(=O)NCc1ccc(OC)cc1 (some centres undefined)
  2	-1	nt	-6	0	-14	-3	-1
C=CCn1c(SCC(=O)N2CCCC2=O)nc2sc(CC)cc2c1=O
  -2	-2	0.5	-25	-1	11	-4	4
COCc1cc([C@@H]2C[C@H]3CN(c4ccccc4)C(=O)[C@]34CCCN24)ccc1OC
  11	nt	0.1	10	-3	nt	nt	-8
COc1ccc(CNC(=O)c2cccc3c(-c4cnn(C)c4)coc23)cc1OC
  0	-1	0.2	-3	nt	-3	-26	6
C[C@H](CO)N1C[C@H](C)[C@@H](CN(C)C(=O)Nc2ccc3c(c2)OCO3)Oc2c(NC(=O)c3ccc(-c4nccs4)cc3)cccc2C1=O
  1	54	-0.6	25	0	-13	-62	-8
COCCn1c(SCC(=O)c2c(N)n(C3CC3)c(=O)[nH]c2=O)nnc1-c1cccc(C)c1
  3	1	-0.1	-8	-7	0	-9	-6

Single records, from the list above. Values in the order: ERAP1 HTS inh | Cneo AK release | Xi reactivation | LGR2 antag | SIRT5 block | PGC1a acetyl inh | C2C12 statin | S100A4 MyoIIA
Results for `COCCn1c(SCC(=O)c2c(N)n(C3CC3)c(=O)[nH]c2=O)nnc1-c1cccc(C)c1` = 3 | 1 | -0.1 | -8 | -7 | 0 | -9 | -6
Results for `CCC(=O)N1[C@@H](CO)[C@@H]2c3ccccc3N(S(=O)(=O)c3ccccc3F)C[C@@H]21` = 1 | -3 | 0.3 | 10 | 0 | 0 | 3 | -1
Results for `CCOc1ccc(N(CC(=O)NCc2ccc3c(c2)OCO3)C(=O)c2csnn2)cc1` = 2 | -2 | 0.2 | -18 | 2 | 11 | 14 | -5
Results for `Cn1c(/C=C/N2CCOCC2)c(C(=O)c2ccc(Br)cc2)c(=O)n(C)c1=O` = nt | 1 | nt | -7 | nt | -1 | 4 | nt
Results for `CC(C)n1c(NCc2cc(Cl)ccc2O)nc2ccccc21` = 0 | -1 | ? | nt | -3 | -2 | -18 | -3

Bioassay records deposited in PubChem BioAssay by Broad Institute.
